# Lipid storage S3 = qHTS Assay for Lipid Storage Modulators in Drosophila S3 Cells | Drosophila S3 cells, BODIPY lipid droplet fluorescence, 18-24 h; cells fed with added oleic acid | Potency in µM for hits, for the others lipid storage change, negative = inhibition, % at the top dose, mostly 46.1 µM | hit rate 0.64% among 320,000; active means well fitted inhibition curve with a large enough effect in the signal ratio, with a control signal flat, not every such curve was filed as active; inconclusive means small, poorly fitted or top-dose-only effect, or effect the other way, or a change in a side signal; the % refers to the signal ratio
#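 Drosophila S3 cells got compounds at several concentrations plus oleic acid (400 uM solution). Laser-scanning cytometry with 488 nm excitation read lipid droplets at 500-530 nm and cells at 575-640 nm. Percent activity was relative to 20 uM Triacsin C.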
# Lipid storage S3 cell count max = also measured in Lipid storage S3; calls as there; cell number change, %; measured here: cell count max response;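 cells counted by Cell Tracker Red CMTPX staining in the red channel; peak over a dose series mostly up to 46.1 µM; percent activity relative to internal control wells on each plate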
# Numbers without * were called inactive; i = inactive; ? = inconclusive; nt = not tested or not shown. On the % scale 0 is the no-effect control and ±100 the full control effect; potency means the concentration at half of the fitted maximal effect. These rows are one share of the data, so the mix of outcomes need not match the whole.
# Start of the data: the first 4 records as a preview:
SMILES,Lipid storage S3,Lipid storage S3 cell count max
O=C(CCl)Nc1cccc(Oc2ccccc2)c1,13%,nt
CCN(CC)CCCNc1nc(SC)nc2sc3c(c12)CCN(C)C3,?,nt
NC(=O)c1ccc(NC(=O)CSC2=Nc3ccccc3C3CC=NN23)cc1 (stereo not drawn),?,nt
Cc1cccc(-c2nc(=S)c3c(o2)CCCC3)c1,?,nt

# The listing, from the start:
SMILES,Lipid storage S3,Lipid storage S3 cell count max
O=C(CCl)Nc1cccc(Oc2ccccc2)c1,13%,nt
CCN(CC)CCCNc1nc(SC)nc2sc3c(c12)CCN(C)C3,?,nt
NC(=O)c1ccc(NC(=O)CSC2=Nc3ccccc3C3CC=NN23)cc1 (stereo not drawn),?,nt
Cc1cccc(-c2nc(=S)c3c(o2)CCCC3)c1,?,nt
c1ccc2c(c1)N1CCCN=C1N2CCN1CCCCC1,-17%,-15
Cc1scc(C(=O)N/N=C/c2ccc(OC(C)C)cc2)c1C,?,nt
O=C(CCS(=O)(=O)c1cccc2nsnc12)NC1CCCCCC1,0%,19
Cc1cccc(NS(=O)(=O)c2nnc(NC(=O)CC(C)C)s2)c1,1%,11
Cc1c(Cl)cccc1NC(=O)Cc1ccc([N+](=O)[O-])cc1,?,nt
CNC(=O)c1cc2cc(Cc3ccccc3Cl)ccc2oc1=O,?,nt
COC(=O)c1c(-c2ccc(SC)cc2)sc2ccccc12,?,nt
CCc1cccc2c(C(=O)CSc3nnc(-c4ccoc4C)n3C)c[nH]c12,-7%,1
CSc1ccccc1OCc1cc(C(=O)N2CCC(c3ccncc3)CC2)no1,?,nt
C=CCNC(=O)CSc1nnc(-c2ccccn2)n1Cc1ccccc1,?,nt
Cc1cc(-c2nnc(-c3cccc(Cl)c3)o2)no1,3%,nt
CCCNC(=O)NCCc1ccncc1,?,nt
COc1ccc(NC(=O)c2cncn2-c2ccccc2)cc1,?,nt
CCN(CC)C(=O)N1CCn2c(nc3ccccc32)C1,7%,nt
COc1ccccc1OC(C)C(=O)N1CCN(Cc2ccc3c(c2)OCO3)CC1 (stereo not drawn),?,nt
COc1cccc(C2CC(c3cccs3)=NN2S(C)(=O)=O)c1 (stereo not drawn),?,nt

# Gathered by group, those above with two or more sulfur atoms
SMILES,Lipid storage S3,Lipid storage S3 cell count max
CCN(CC)CCCNc1nc(SC)nc2sc3c(c12)CCN(C)C3,?,nt
O=C(CCS(=O)(=O)c1cccc2nsnc12)NC1CCCCCC1,0%,19
Cc1cccc(NS(=O)(=O)c2nnc(NC(=O)CC(C)C)s2)c1,1%,11
COC(=O)c1c(-c2ccc(SC)cc2)sc2ccccc12,?,nt
COc1cccc(C2CC(c3cccs3)=NN2S(C)(=O)=O)c1 (stereo not drawn),?,nt

# Additional entries follow.
SMILES,Lipid storage S3,Lipid storage S3 cell count max
O=C(CSc1nccn1-c1ccccc1)NO,?,nt
Cc1nn(-c2cccc3cccnc23)c(=O)c2ccccc12,i,nt
Cc1cccc(-n2c(Cc3ccccc3)nnc2SCC(=O)N2CCOCC2)c1,i,-23
O=C(N/N=C/c1cccs1)c1n[nH]c2c1CCCC2,?,nt
COc1cccc(OCCSc2nc(C)c(Cc3ccccc3)c(=O)[nH]2)c1,10%,nt
CC(C)CN(C(=O)C1CCCO1)C1CCS(=O)(=O)C1 (stereo not drawn),-6%,-14
Cc1cc(C(=O)NCc2ccccc2Cl)n(-c2ccccc2)n1,20%,3
Cn1c(SCC(=O)NC(=O)Nc2ccccc2)nnc1-c1ccncc1,-2%,6
COc1ccc2o/c(=N\O)c(C(=O)Nc3ccccc3OC)cc2c1,i,-4
O=C(Nc1ccc(S(=O)(=O)Nc2nccs2)cc1)C1CC(=O)N(c2ccc(Cl)cc2)C1 (stereo not drawn),?,nt
Cc1cc(O)c(-c2ccno2)cc1Cl,?,nt
O=C(O)C(c1ccccc1)N1C(=O)/C(=C\c2ccc(-c3ccc(Br)cc3)o2)SC1=S (stereo not drawn),?,nt
O=C(COC(=O)c1cc([N+](=O)[O-])ccc1N1CCOCC1)c1ccccc1Cl,?,nt
COCCN1C=C(C(=O)OC)C(c2ccccc2Cl)C(C(=O)OC)=C1,-7%,7
COc1ccc(NC(=O)CCCNC(=O)Cn2cnc3sc(C)c(C)c3c2=O)cc1Cl,?,nt
Cn1c(SCC(=O)C(C)(C)C)nnc1-c1ccccn1,?,nt
Cc1ccc(NC(=O)C2CC(=O)N/C(=N/N=C/c3ccco3)S2)cc1 (stereo not drawn),-5%,1
CN(C)/C=C/C1=C([N+](=O)[O-])C(c2cccc([N+](=O)[O-])c2)NC(=O)N1 (stereo not drawn),?,nt
CC(C)CN(CC(C)C)c1nnc(NC(=O)Cn2c(=O)oc3ccccc32)s1,-2%,11
O=C(NCc1cccc(Cl)c1)C1CCC(=O)N(CCCN2CCCC2=O)C1 (stereo not drawn),1.8µM*,16*

# Quoted at random: 4 compounds from above.
SMILES,Lipid storage S3,Lipid storage S3 cell count max
O=C(CCl)Nc1cccc(Oc2ccccc2)c1,13%,nt
Cc1ccc(NC(=O)C2CC(=O)N/C(=N/N=C/c3ccco3)S2)cc1 (stereo not drawn),-5%,1
CC(C)CN(C(=O)C1CCCO1)C1CCS(=O)(=O)C1 (stereo not drawn),-6%,-14
O=C(O)C(c1ccccc1)N1C(=O)/C(=C\c2ccc(-c3ccc(Br)cc3)o2)SC1=S (stereo not drawn),?,nt

# Later entries:
SMILES,Lipid storage S3,Lipid storage S3 cell count max
O=C1CS(=O)(=O)c2ccccc2N1,-2%,11
Cc1cc(C)c2ccc(=O)n(CC(=O)N/N=C/c3ccccc3Cl)c2n1,?,nt
Cc1c(N=C2NN=C(c3ccc(Cl)cc3)CS2)c(=O)n(-c2ccccc2)n1C,-4%,20
O=S(=O)(Cc1cc(Cl)nc(-c2ccccc2)n1)c1ccccc1,?,nt
O=C(NCc1cccnc1)C1COc2ccccc2O1 (stereo not drawn),-20%,-2
Cc1ccc(C)c(-c2ccc(=O)n(Cc3c(F)cccc3Cl)n2)c1,?,nt
O=C(NCCCNC(=O)c1ccco1)c1ccc(Cl)c(Cl)c1,?,nt
CCN(C(=O)N1CCOCC1)c1ccccc1,2%,10
Cc1nn(Cc2noc(C(=O)NCCc3ccccn3)n2)c(C)c1Br,?,nt
O=[N+]([O-])c1ccc(/C=N/NC(=S)Nc2ccc(Cl)cc2Cl)s1,?,nt
Cc1cc(C(=O)Nc2ccccc2C(=O)O)c(C)o1,?,nt
Cc1ccc(S(=O)(=O)NCc2ccco2)c(C)c1C,?,nt
Cc1cc(C)c(N=Cc2c(O)n(-c3nccs3)c(=O)c3ccccc23)c(C)c1,-7%,0
COc1cc(CN2CCC(CO)(CCOc3ccccc3)CC2)cc(OC)c1,2%,4
Brc1cccc(CNCc2cccs2)c1,?,nt
Nc1nc(F)cc(NCc2ccccc2)n1,-4%,-8
CC(C)c1nnc(NC(=O)C2CCN(C(=O)c3ccco3)CC2)s1,?,nt
COc1ccc(-n2c(Cc3cccn3C)nnc2SCC(=O)N2CCCc3ccccc32)cc1,?,nt
O=C(O)c1ccccc1SCC(=O)N1CCCCC1,?,nt
CC1CCCCN1C(=O)CN1C(=O)NC2(CCCCC2C)C1=O (stereo not drawn),-6%,11
CC(/C=N/NC(=O)c1cccc(F)c1)=C\c1ccccc1,?,nt
COCCN(C(=O)COC(=O)c1cccnc1SC)c1c(N)n(Cc2ccccc2)c(=O)[nH]c1=O,?,nt
Cc1nc(CC(=O)c2c(C)cc(O)cc2O)cs1,?,nt
CCCOc1ccc(C2C(=O)N(C3CCCCC3)CC(=O)N2CCCOCC)cc1OC (stereo not drawn),-7%,-18
CC1N=C2c3ccccc3N=C(SCc3cc(=O)n4cc(Cl)ccc4n3)N2C1=O (stereo not drawn),2%,-15
Cc1ccc(C(C)C)c(OCCn2ccnc2C)c1,?,nt
CC1CCN(c2ccccc2NC(=O)c2cc3ccccc3o2)CC1,i,nt
Cc1ccc(S(=O)(=O)N(C(=O)c2ccncc2)c2ccc(OC(=O)c3ccncc3)c3ccccc23)c(C)c1,?,nt
Cn1c(=O)cc(SCC(=O)N2CCCC2)c2ccccc21,?,nt
COCCNC(=O)C1CC2Cn3c(nc4cc(C)c(C)cc43)C2N1C (stereo not drawn),0%,-9
O=C(O)c1ccccc1NS(=O)(=O)c1cccc2nsnc12,?,nt
CC(=O)NC(Cc1ccc(F)cc1)C(=O)NC1CCN(C(=O)Nc2ccccc2C)CC1 (stereo not drawn),?,nt
CN(C(=O)C1CCC1C(=O)O)c1nc(-c2ccc(Cl)s2)cs1 (stereo not drawn),?,nt
COc1cc(/C=N/NC(=O)c2ccc(N3CCCC3=O)cc2)ccc1O,i,12
COc1ccccc1NC(=O)C(C)OC(=O)c1cc2ccccc2[nH]1 (stereo not drawn),?,nt
CCn1c(SCC(=O)Nc2oc(-c3ccccc3)c(-c3ccccc3)c2C#N)nnc1-c1ccncc1,?,nt
CC(C)(CC(=O)O)CC(=O)Nc1ccc2c(c1)ncn2CCc1ccccc1,-6%,-6
Cc1nnc(SCC(=O)N(C)c2ccccc2)n1Cc1ccccc1,22%,nt
O=c1c2ccccc2n2c(=S)[nH]nc2n1-c1ccccc1,-16%,4
O=C(CSc1nc2ccccc2n1Cc1ccc(Cl)cc1)N/N=C/c1ccc(C(=O)O)cc1,?,nt

# Overlap with the part before: 3 entries, then new ones.
SMILES,Lipid storage S3,Lipid storage S3 cell count max
Cc1nnc(SCC(=O)N(C)c2ccccc2)n1Cc1ccccc1,22%,nt
O=c1c2ccccc2n2c(=S)[nH]nc2n1-c1ccccc1,-16%,4
O=C(CSc1nc2ccccc2n1Cc1ccc(Cl)cc1)N/N=C/c1ccc(C(=O)O)cc1,?,nt
Cc1noc(C)c1CSCC(=O)Nc1cc(C(F)(F)F)ccc1N1CCCCC1,?,nt
Cc1ccc(C)c(NC2CCCCC2NS(=O)(=O)c2ccccc2)c1 (stereo not drawn),11%,nt
CCCC(=O)c1c(NCCO)cc(C)oc1=O,0%,-16
Cc1ccc(S(=O)(=O)N2CCN(C(=O)c3ccccc3)CC2)c(C)c1NS(C)(=O)=O,?,nt
Cn1ncc([N+](=O)[O-])c1C(=O)N/N=C/c1c[nH]c2ccccc12,6%,10
O=C(Nc1nc2ccc(S(=O)(=O)N3CCCC3)cc2s1)c1cccs1,?,nt
O=C(CSc1nnc(C2CC2)n1-c1ccccc1)NCCN1C(=O)CSC1=O,-12%,-18
CN1CCN(CCCNC(=O)c2ccc(/C=C3\Sc4ccccc4N(Cc4ccccc4F)C3=O)cc2)CC1,?,nt
O=c1c2c3c(sc2ncn1-n1cccc1)CCCCC3,1%,10
C=CCS(=O)(=O)N1CCC(CCOc2ccccc2)(C(=O)OCC)CC1,?,nt
Cc1cc(C)n2nc(CNS(=O)(=O)c3ccc(C)c(C)c3)nc2n1,?,nt
CC(C)C(NC(=S)NCc1ccccc1)C(=O)O (stereo not drawn),?,nt
O=C1C=C(O)C(n2cncn2)C(c2cc(F)ccc2F)C1 (stereo not drawn),?,nt
CN1CCCC(OC(=O)COc2ccc(Br)cc2)C1 (stereo not drawn),?,nt
O=C(N/N=C/C1CC=CCC1)c1ccccc1O (stereo not drawn),-10%,-2
O=C(O/N=C/c1ccc2c(c1)OCO2)c1ccccc1Cl,-4%,-7
CCn1c(=O)c(C(=O)CN(C)CC(=O)Nc2ccccc2Br)c(N)n(Cc2ccccc2)c1=O,?,nt
O=C(Cc1n[nH]c(=O)[nH]c1=O)N/N=C/c1ccccc1O,-6%,3
O=C(O)c1cccc(N/C(=N\S(=O)(=O)c2ccccc2)c2ccccc2)c1,22%,nt
CSc1ccc(Cl)c(C(=O)OCC(=O)NCC(C)C)c1,i,nt
CN(Cc1ccco1)C(=O)CN1C(=O)NC2(CCCCC2)C1=O,?,nt
Cc1cccc(N2CCN(C(=O)c3cccc(N4C(=O)C5C6C=CC(C6)C5C4=O)c3)CC2C)c1 (stereo not drawn),?,nt
O=C(CSc1nncn1-c1ccccc1)Nc1cc(Cl)cc(Cl)c1,i,nt
COc1ccccc1COCC(O)CNCCc1ccc(C(F)(F)F)cc1 (stereo not drawn),?,nt
O=C(Nn1cnnc1)c1cc(-c2ccccn2)nc2ccccc12,26%,2

# High-throughput results deposited in PubChem BioAssay by National Center for Advancing Translational Sciences (NCATS).
